All columns: NCI-60 one-dose screen, growth in % after 48 h at 10 µM unless noted; 100 = growth as untreated, 0 = no growth, -100 = all killed.
SN12C: SN12C renal cancer cells. AID 1794767. hit rate 3.8% among 81,000
ACHN: ACHN renal cancer; hit rate 4.9% among 81,000
RXF 393: RXF 393 renal cancer cells; hit rate 6.9% among 77,000
786-0: 786-0 renal cancer cells | hit rate 5.1% among 81,000 | AID 1794775
TK-10: TK-10 renal cancer cells; hit rate 3.9% among 81,000
CAKI-1: CAKI-1 renal cancer; hit rate 4.7% among 75,000; AID 1794772
UO-31: UO-31 renal cancer; hit rate 5.2% among 81,000; AID 1794768
A498: A498 renal cancer cells; hit rate 5.4% among 76,000
* marks the source's active call; other numbers are inactive results; / = no result given; & = joins results of further samples. Rule for the calls: active = growth percent below 10; inactive = the rest.

No. | canonical_smiles | SN12C | ACHN | RXF 393 | 786-0 | TK-10 | CAKI-1 | UO-31 | A498
1 | N#Cc1ccccc1OCC(=O)Nc1nc2c(s1)COc1ccccc1-2 | 96 | 102 | 101 | 102 | 140 | 99 | 72 | 130
2 | Oc1ccccc1-c1nc(-c2ccccc2)cn2ccnc12 | 83 | 65 | 63 | 78 | 69 | 63 | 51 | 60
3 | CCOC(=O)c1n[nH]n2c1nc(=O)c1cn(C)nc12 | 104 | 110 | 109 | 107 | 98 | 93 | 79 | 104
4 | COc1cc2nn(-c3ccccc3N)nc2cc1OC | 106 | 109 | 87 | 96 | 109 | 86 | 88 | 82
5 | C=CC(=O)N1CCC(Oc2cc3c(Nc4ccc(Cl)c(Cl)c4F)ncnc3cc2OC)CC1 | 16 | -3.9* | -47* | 23 | -7.4* | -34* | -32* | -70*
6 | CNC(=O)c1cc(Oc2ccc3nc(NC(=O)c4ccc(CN5CCCN(C)CC5)c(C(F)(F)F)c4)sc3c2)ccn1 | 55 | 4.2* | -46* | -76* | 48 | 15 | 4.2* | 66
7 | C=CCSc1nnc(-c2ccc(-c3ccccc3)nc2C)o1 | 97 | 105 | 100 | 101 | 106 | 88 | 88 | 81
8 | NC(=O)c1ccc[n+]([C@@H]2O[C@H](COP(=O)([O-])OP(=O)(O)OC[C@H]3O[C@@H](n4cnc5c(N)ncnc54)[C@H](O)[C@@H]3O)[C@@H](O)[C@H]2O)c1 | 107 | 106 | 125 | 103 | 120 | 98 | 105 | 97
9 | CC1(C)CCc2cc(-c3ccn(S(=O)(=O)c4ccc(C(C)(C)C)cc4)n3)ccc2O1 | 84 | 88 | 88 | 80 | 85 | 69 | 73 | 68
10 | N#CC1C(=O)NC(=O)C(C#N)C12CCCc1sccc12 (configuration not stated) | 100 | 109 | 126 | 101 | 115 | 96 | 69 | 112
11 | CCCS(=O)(=O)c1oc(-c2ccc(F)cc2)nc1S(=O)(=O)c1ccc(F)cc1 | -85* | -100* | -97* | -52* | -97* | -92* | -100* | 113
12 | COc1ccc(-c2nnc(Cn3cnnc3)o2)cc1 | 91 | 108 | / | 100 | 112 | 95 | 95 | 115
13 | Cc1cc[n+](-c2c3c(nc4ccccc24)-c2ccccc2C(C)(C)C3)cc1 | 94 | 97 | 107 | 101 | 110 | 64 | 78 | 99
14 | COc1ccc(OC)c(-c2cn3nc(-c4cn(C)c5ccc(Br)cc45)sc3n2)c1 | 94 | 103 | 104 | 96 | 94 | 77 | 85 | 108
15 | CCC1=Cc2cc(Cl)ccc2OC12C=Cc1cc(Cl)ccc1O2 (configuration not stated) | 98 | 102 | 119 | 105 | 103 | 96 | 90 | 111
16 | COc1ccc2nc3cc(Cl)ccc3c(Nc3ccc(S(=O)(=O)Nc4ccccn4)cc3)c2c1 | 96 | 105 | 116 | 104 | 114 | 103 | 87 | 87
17 | Nc1ncnc2sc(-c3ccc(Cl)cc3)c(-c3ccccc3)c12 | 93 | 92 | 88 | 102 | 106 | 91 | 96 | 99
18 | O=C1C=Cc2ccc(O)cc2C1=O | 106 | 103 | 127 | 102 | 114 | 97 | 93 | 118
19 | CC1Cc2ccccc2N1 (configuration not stated) | 102 | 91 | 120 | 101 | 101 | 91 | 75 | 105
20 | O=C(/C=C1\C=CN(CCCCCO)c2ccccc21)n1ccc2ccccc21 | 103 | 92 | 101 | 102 | 142 | 77 | 62 | 113
21 | COc1cc(Cn2c(-c3ccccc3)cc3c2-c2oncc2CC3)cc(OC)c1OC | 49 | 48 | 9.5* | 33 | 47 | 0.0* | 4.4* | 2.8*
22 | C/C(=N/N=C(/C)c1ccccc1)c1ccccc1 | 98 | 108 | 92 | 86 | 96 | 93 | 75 | 106
23 | COc1ccc(-n2c(-c3ccccc3)c(-c3ccccc3)c3c(SCC(=O)n4[nH]c(N)cc4=O)ncnc32)cc1 | 80 | 98 | 75 | 94 | 115 | 82 | 77 | 86
24 | O=S(=O)(Cc1ccccc1)C(Cl)(Cl)c1ccccc1 | 88 | 112 | 128 | 98 | 102 | 106 | 102 | 89
25 | COC(=O)C1=C(C(=O)Nc2cccnc2)C2OC1(C(Cc1ccccc1)Oc1ccccc1)C1OC21 (configuration not stated) | 49 | -99* | 59 | 50 | -8.7* | 57 | -99* | 121
26 | COc1cccc(C2SC(C)C(=O)N2CCc2cccs2)c1 (configuration not stated) | 72 | 53 | 50 | 69 | 84 | 23 | 37 | 57
27 | COc1cc(NC(=O)c2ccc(C)cc2)ccc1C(=O)NC(=S)Nc1ccc(S(N)(=O)=O)cc1 | 99 | 93 | 132 | 102 | 106 | 77 | 64 | 189
28 | O=C1C=Cc2ccccc2/C1=C/c1sc(=O)[nH]c1O | 99 | 95 | 111 | 97 | 141 | 96 | 64 | 114
29 | CCN1C(=O)C2(Nc3ccccc3S2)c2cc(C)ccc21 (configuration not stated) | 98 | 94 | 94 | 113 | 107 | 99 | 79 | 138
30 | O=S(=O)(Oc1ccc(-c2ccc3occc3c2)cc1)c1ccccc1 | 99 | 111 | 106 | 97 | 102 | 90 | 92 | 100

Single records (already shown):
COc1cc(NC(=O)c2ccc(C)cc2)ccc1C(=O)NC(=S)Nc1ccc(S(N)(=O)=O)cc1 reads SN12C: 99; ACHN: 93; RXF 393: 132; 786-0: 102; TK-10: 106; CAKI-1: 77; UO-31: 64; A498: 189
C=CCSc1nnc(-c2ccc(-c3ccccc3)nc2C)o1 reads SN12C: 97; ACHN: 105; RXF 393: 100; 786-0: 101; TK-10: 106; CAKI-1: 88; UO-31: 88; A498: 81

Back to the main list, starting 3 compounds before the break.
No. | canonical_smiles | SN12C | ACHN | RXF 393 | 786-0 | TK-10 | CAKI-1 | UO-31 | A498
28 | O=C1C=Cc2ccccc2/C1=C/c1sc(=O)[nH]c1O | 99 | 95 | 111 | 97 | 141 | 96 | 64 | 114
29 | CCN1C(=O)C2(Nc3ccccc3S2)c2cc(C)ccc21 (configuration not stated) | 98 | 94 | 94 | 113 | 107 | 99 | 79 | 138
30 | O=S(=O)(Oc1ccc(-c2ccc3occc3c2)cc1)c1ccccc1 | 99 | 111 | 106 | 97 | 102 | 90 | 92 | 100
31 | CN1CCN(Cc2ccc(NC(=O)c3cncc(C#Cc4cnc5ccc(N6CCN(C)CC6)nn45)c3)cc2C(F)(F)F)CC1 | 16 | -98* | -90* | -85* | 59 | -95* | 20 | 44
32 | CCCCCCCSc1ccc(C(=O)CCN2CCN(C)CC2)cc1 | 97 | 101 | 109 | 97 | 100 | 93 | 85 | 106
33 | COc1ccc2c(c1)C(C)Cc1c(ncnc1-n1cnc3ccccc31)N2C (configuration not stated) | 24 | 50 | 13 | 29 | 64 | 28 | 47 | -0.2*
34 | COc1ccc(/C=C/C(=O)c2cccc(NC(=O)CSc3nc4ccccc4c(=O)n3-c3ccccc3)c2)cc1 | 104 | 104 | 94 | 102 | 115 | 95 | 89 | 112
35 | Cc1c(-c2ccccc2)n[nH]c1-c1[nH]nc(-c2ccccc2)c1C | 94 | 99 | 104 | 98 | 121 | 91 | / | 96
36 | Cc1nc2ccc(Cl)cn2c1-c1nnc(SCc2ccc([N+](=O)[O-])cc2)o1 | 48 | 31 | -5.4* | 62 | 91 | 66 | 39 | 49
37 | COc1cc(/C=C\c2cc(OC)c(OC)c(OC)c2)cc(N)c1OC | 93 | 105 | 105 | 82 | 96 | 56 | 69 | 77
38 | COc1ccc(-c2cc(-c3nc4ccc(OC)cc4[nH]3)[nH]n2)cc1 | 81 | 56 | 70 | 83 | 101 | 65 | 87 | 44
39 | O=c1c2sc3ccccc3c2nnn1-c1ccc(F)c(Cl)c1 | 70 | 4.6* | 47 | 32 | 29 | 36 | 18 | 57
40 | O=C1Nc2nc3ccccn3c2C(=O)[C@H](CCCCNC(=O)OCc2ccccc2)N1 | 98 | 100 | 114 | 86 | 88 | 94 | 67 | 87
41 | Nc1ncnc2c1ncn2[C@@H]1O[C@H](C[C@H](N)CCC[C@H](N)C(=O)O)[C@@H](O)[C@H]1O | 104 | 108 | 105 | 103 | 92 | 97 | 87 | /
42 | COC(=O)c1nc(N)nc(C(=O)OC)c1C(=O)c1ccccn1 | 97 | 108 | 97 | 106 | 103 | 95 | 89 | 105
43 | Cc1cc(NC(=O)Nc2cc(F)ccc2F)no1 | 93 | 95 | 100 | 88 | 141 | 73 | 68 | 100
44 | CCCCCCCCCCCCNC(=O)N[C@H](C(=O)N[C@H]1/C=C/OCCNC(=O)/C=C/[C@H](C(C)C)NC1=O)C(C)C | 94 | 115 | 84 | 100 | 97 | 96 | 94 | 96
45 | O=C(CCN1C(=O)CCC1=O)Nc1ncc(Cc2cccc(Cl)c2)s1 | 99 | 102 | 101 | 107 | 103 | 83 | 86 | 124
46 | O=C(C1C(O)CC2c3ccccc3N(Cc3ccccc3)C21)N1CCCCC1 (configuration not stated) | 106 | 104 | 113 | 95 | 104 | 85 | 85 | 93
47 | COc1ccc(Br)c2c1C(=O)CC2 | 92 | 114 | / | 113 | 147 | 110 | 85 | 169
48 | CCCCNC(C)c1ccccc1 (configuration not stated) | 94 | 106 | 100 | 97 | 97 | 86 | 87 | 104
49 | Nc1nc(N)c2cc(S(=O)(=O)c3ccccc3)ccc2n1 | 41&29 | 30&24 | 86&62 | 27&29 | 64&60 | 22&21 | 62&35 | 94&57
50 | CCCCC[n+]1ccc(SCC(=O)N(C)c2ccc(C(F)(F)F)cc2)c2ccccc21 | 95 | 106 | / | 95 | 122 | 82 | 94 | 104
51 | CN1CN(NC(=O)Nc2ccccc2)C(=O)c2ccccc21 | 106 | 112 | 110 | 91 | 103 | 96 | 96 | 133
52 | O=C1C=CC(=O)N1Nc1ccccc1 | 86 | 101 | 113 | 100 | 97 | 97 | 84 | 97
53 | c1ccc(OCCOCCOc2ccccc2)cc1 | 97 | 109 | 132 | 103 | 93 | / | 98 | 104
54 | CCCCOc1ccc(C(=O)OCC(CC)NCCC)cc1N (configuration not stated) | / | 97 | 99 | 100 | 102 | 98 | 90 | 109
55 | O=C(Cn1nnc2ccccc21)Nc1ccc(-c2nc3ccccc3s2)cc1 | 101 | 110 | 100 | 95 | 95 | 85 | 87 | 85
56 | O=C1COCCN1c1ccc(N2C(=O)C(Cl)C2c2cn(Cc3ccc(F)cc3)c3ccccc23)cc1 (configuration not stated) | 102 | 106 | 107 | 100 | 108 | 94 | 88 | 91
57 | CNC(=O)c1cc(-c2ccc(NC(=O)Nc3ccc(Cl)c(C(F)(F)F)c3)cc2)nc2cccnc12 | 91 | 105 | 63 | 97 | 78 | 83 | 66 | 66
58 | O=C(c1c[nH]c2ccccc12)c1n[nH]c(=S)n1-c1ccc(F)cc1 | 108 | 106 | 102 | 105 | 114 | 80 | 87 | 93
59 | O=C1c2cccc3cccc(c23)C(=O)N1Nc1nc(N2CCOCC2)nc(N2CCN(Cc3ccccc3)CC2)n1 | 96 | 91 | 103 | 100 | 125 | 72 | 54 | 60
60 | O=C(NCCCl)N(Cc1ccccc1)C(=O)SSCCc1ccccc1 | 90 | 102 | 114 | 99 | 101 | 106 | 88 | 111
61 | O=C(O)/C=C(/C(=O)O)C1CCCC1 | 102 | 110 | 107 | 99 | 94 | 88 | 92 | 99
62 | O=C(NCc1ccccc1)c1cc2cc(Nc3nc(-c4ccccc4)nc4ccccc34)ccc2oc1=O | 64 | 97 | 113 | 84 | 99 | / | 71 | 97
63 | NC1=NC2(Cc3ccccc3C2=O)n2c(nc3ccccc32)N1 (configuration not stated) | 89 | 89 | 115 | 100 | 97 | 94 | 59 | 107
64 | Cc1cccc(NC(=O)N/C(N)=N/c2nc3ccccc3s2)c1 | 44 | 39 | 26 | 39 | 59 | 25 | 39 | -3.9*
65 | Oc1c(C(Nc2cccc3ccccc23)c2ccccc2)ccc2cccnc12 (configuration not stated) | 39 | 22 | 69 | -14* | 46 | 13 | 20 | 37
66 | O=C1/C(=C/C2=Cc3ccccc3OC2)SC(=S)N1c1ccccc1 | 91 | 67 | 103 | 104 | 121 | 70 | 82 | 99
67 | Nc1cccc(-c2nc3sccn3c2-c2ccnc(NCCNS(=O)(=O)c3ccc(C(F)(F)F)cc3)n2)c1 | 63 | 34 | 49 | 65 | 86 | 39 | 16 | 34
68 | CC(=O)O[C@]1(C(C)=O)CC[C@H]2[C@@H]3CC(=C(Br)Br)C4=CC(=O)CC[C@]4(C)[C@H]3CC[C@@]21C | 82 | 73 | / | 83 | 70 | 51 | 43 | 68
69 | N#Cc1ccc(C(=O)C2C(C#N)C(C#N)C3c4ccccc4C=CN23)cc1 (configuration not stated) | 73 | 66 | 75 | 69 | 109 | 89 | 84 | 95
70 | O=C(/C=C/C12c3ccccc3C(c3ccccc31)C1C(=O)NC(=O)C12)c1ccc(Br)cc1 (configuration not stated) | 46 | 66 | 25 | 69 | 61 | 56 | 41 | 60
71 | Cc1cn([C@H]2C[C@H](F)[C@@H](CO[P@@](=O)(N[C@@H](C)C(=O)OC(C)C)Oc3ccccc3)O2)c(=O)[nH]c1=O | 100 | 100 | / | 99 | 97 | 92 | 87 | 105
72 | CCN(CC)S(=O)(=O)c1ccc(S(=O)(=O)N2CCC[C@@H](C(=O)N3CCOCC3)C2)cc1 | 90 | 77 | 85 | 93 | 84 | 60 | 71 | 41
73 | CCOC(=O)c1ccc(Nc2nc(/C=C/c3ccc(OC)cc3)nc3ccccc23)cc1 | 103 | 101 | 105 | 99 | 103 | 82 | 81 | 98
74 | COc1ccc(-n2c(C)c(-c3ccccc3)c(-c3ccccc3)c2C)cc1 | 68 | 80 | 85 | 78 | 89 | 58 | 67 | 83
75 | O=C(/C=C/C12c3ccccc3C(c3ccccc31)C1C(=O)NC(=O)C12)c1cccs1 (configuration not stated) | 36 | 46 | 28 | 43 | 49 | 52 | 43 | 47
76 | O=[N+]([O-])c1cccc2cnccc12 | 88 | 103 | 124 | 113 | 101 | 88 | 85 | 104

Entries from the list above with a COOH group (2):
No. | canonical_smiles | SN12C | ACHN | RXF 393 | 786-0 | TK-10 | CAKI-1 | UO-31 | A498
41 | Nc1ncnc2c1ncn2[C@@H]1O[C@H](C[C@H](N)CCC[C@H](N)C(=O)O)[C@@H](O)[C@H]1O | 104 | 108 | 105 | 103 | 92 | 97 | 87 | /
61 | O=C(O)/C=C(/C(=O)O)C1CCCC1 | 102 | 110 | 107 | 99 | 94 | 88 | 92 | 99

Source: PubChem BioAssay
